# ERAP1 HTS inh: inhibitors of human ERAP1 aminopeptidase; AID 652197; Q9NZ08; inhibition, % at 10.7 µM; 340,000 tested, 0.15% active; recombinant ERAP1, Leu-AMC fluorescence, 60 min;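 active = mean replicate inhibition of at least 30%, or all replicates individually reaching that 30% level; inactive = mean below 30% and not every replicate reaching it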;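 also: 0% = neutral control wells and 100% = L-leucinethiol positive control wells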
# Target sequence (Q9NZ08 whole entry, looked up): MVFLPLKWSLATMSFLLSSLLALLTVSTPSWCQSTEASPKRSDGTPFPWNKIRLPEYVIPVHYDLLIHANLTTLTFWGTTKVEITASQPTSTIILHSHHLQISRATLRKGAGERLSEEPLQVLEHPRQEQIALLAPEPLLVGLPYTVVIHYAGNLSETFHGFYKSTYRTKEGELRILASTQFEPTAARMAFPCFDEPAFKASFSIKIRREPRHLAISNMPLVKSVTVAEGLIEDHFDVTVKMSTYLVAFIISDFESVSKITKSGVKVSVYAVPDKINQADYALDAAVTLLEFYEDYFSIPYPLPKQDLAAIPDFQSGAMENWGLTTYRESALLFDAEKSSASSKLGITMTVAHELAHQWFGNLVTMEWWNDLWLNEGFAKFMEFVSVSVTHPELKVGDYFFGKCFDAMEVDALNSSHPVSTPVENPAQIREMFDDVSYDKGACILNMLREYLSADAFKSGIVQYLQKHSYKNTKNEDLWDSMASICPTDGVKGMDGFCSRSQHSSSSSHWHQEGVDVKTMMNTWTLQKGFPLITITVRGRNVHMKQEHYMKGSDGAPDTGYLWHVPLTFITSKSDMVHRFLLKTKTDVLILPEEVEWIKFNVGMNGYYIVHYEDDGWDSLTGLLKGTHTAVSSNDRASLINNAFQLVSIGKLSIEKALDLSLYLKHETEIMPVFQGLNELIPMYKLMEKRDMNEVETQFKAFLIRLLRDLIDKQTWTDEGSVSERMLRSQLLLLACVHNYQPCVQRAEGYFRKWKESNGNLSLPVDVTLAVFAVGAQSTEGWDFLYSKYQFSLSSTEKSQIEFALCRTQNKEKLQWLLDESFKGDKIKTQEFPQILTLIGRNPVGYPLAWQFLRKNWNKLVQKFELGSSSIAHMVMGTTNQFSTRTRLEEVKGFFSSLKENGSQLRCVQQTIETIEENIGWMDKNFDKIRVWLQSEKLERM
# PglD DTNB: PglD (C. jejuni) enzyme inhibition; AID 602405; purified PglD enzyme, DTNB colorimetric CoA detection; 360,000 tested, 0.098% active; inhibition, % at 12.5 µM; in the data active = inhibition above about 16%, passing the limit was not always enough; also: strong numbers were not always called active
# EWS-Fli inh: inhibitors of EWS/Fli oncoprotein transcriptional activity. A673 NR0B1-luciferase reporter, viability-normalised. inhibition, % at 12.6 µM. 350,000 tested, 0.67% active;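 active = mean inhibition of at least 50% after viability correction, with every replicate also passing that limit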;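 also: firefly luciferase signal divided by Alamar Blue viability fluorescence both relative to DMSO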
# FN deposition inh: fibronectin deposition inhibition. AH1F fibroblasts, Alexa488-fibronectin deposition fluorescence, overnight. inhibition, % at 12.6 µM. 350,000 tested, 0.086% active;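 active = mean inhibition across replicates of 30% or more, regardless of how many single replicates reach that level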;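 also: positive control wells lacked labelled fibronectin entirely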
#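 Schedule: 1 h cell adhesion before compound, then overnight fibronectin incubation; test system: AH1F fibroblast monolayer depositing Alexa488-labelled fibronectin into matrix; quantity: 10000 AH1F cells per well; probe or stimulus: fluorescent fibronectin at 24 nM final; signal: fluorescence, ex 485 nm, em 525 nm; evaluation: percent inhibition as loss of matrix-bound fibronectin fluorescence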
# PAX8 reporter: inhibitors of PAX8 transcriptional activity in RMG-I cells; RMG-I TPO-luciferase reporter, SteadyGlo, 24 h; inhibition, % at 12.6 µM; 360,000 tested, 1.2% active; AID 652154;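 active = mean replicate inhibition at least 60% with every replicate also reaching 60%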;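 also: luciferase light reporting Pax8 driven TPO promoter activity; plate controls were median of neutral control wells for no effect and mitoxantrone controls for full effect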
# LGR2 antag: inhibitors of bursicon-induced Drosophila LGR2 receptor cAMP signaling | 380,000 tested, 0.35% active | HEK293 LGR2, CRE-luciferase, bursicon-stimulated, 4 h | inhibition, % at 9.99 µM | AID 720647;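 active = drop in luminescence signal, shown as inhibition above about 50% in the replicate tests, limit read from the data, passing the limit was not always enough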;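 also: agonist challenge used bursicon conditioned medium at about half maximal strength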
# PGC1a acetyl inh: PGC1a acetylation modulation, inhibitor mode. U2OS PGC1a acetylation, AlphaScreen anti-acetyl-lysine; with virally co-expressed GCN5 acetyltransferase. inhibition, % at 15.6 µM. 350,000 tested, 0.17% active;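 active = every replicate shows inhibition of at least 40%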;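 also: 0% = neutral control wells and 100% = positive control wells; some results beyond the cut were filed as inactive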
# S100A4 inh HTS: blocks human S100A4 binding to myosin IIA peptide. P26447. S100A4/TAMRA-MyoIIA peptide fluorescence polarization. inhibition, % at 10.7 µM. 360,000 tested, 0.14% active. AID 652163;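 active = mean inhibition of at least 70% across replicates, with every replicate also reaching that level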
#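 incubation = readout 5 min after mixing, signal stable up to 60 min | system = S100A4 monomer protein | buffer or medium = HEPES pH 7.2 with CaCl2, KCl, NaCl, DTT, Triton | benchmarks = neutral control DMSO, positive control TFP | also added = fluorescent myosin IIA peptide, 5 nM | compound dosing = one concentration per compound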
# * = called active by the depositor; · = not tested or not shown; & = joins results of further samples.
# The opening 2 records, ahead of the listing:
SMILES,ERAP1 HTS inh,PglD DTNB,EWS-Fli inh,FN deposition inh,PAX8 reporter,LGR2 antag,PGC1a acetyl inh,S100A4 inh HTS
COC(=O)c1ccc(COC(=O)c2cc3ccccc3oc2=O)cc1,1,-7,-40,-3,-24,-15,4,3
CCCNC(=O)N(C)C[C@@H]1Oc2ncc(-c3cccc(C#N)c3)cc2C(=O)N([C@H](C)CO)C[C@@H]1C,·,0,7,·,0,-5,6,-1

# Main list, from the start:
SMILES,ERAP1 HTS inh,PglD DTNB,EWS-Fli inh,FN deposition inh,PAX8 reporter,LGR2 antag,PGC1a acetyl inh,S100A4 inh HTS
COC(=O)c1ccc(COC(=O)c2cc3ccccc3oc2=O)cc1,1,-7,-40,-3,-24,-15,4,3
CCCNC(=O)N(C)C[C@@H]1Oc2ncc(-c3cccc(C#N)c3)cc2C(=O)N([C@H](C)CO)C[C@@H]1C,·,0,7,·,0,-5,6,-1
Cc1ccc(-c2cnc(NCc3cc4c(cc3[N+](=O)[O-])OCO4)n2C)cc1C,3,·,4,2,27,-4,3,0
CN(C(=O)COC(=O)C1CCN(S(=O)(=O)c2cccs2)CC1)C1CCS(=O)(=O)C1 (stereo not given),·,-3,·,5,12,·,6,·
CSc1ccc(CN2CCC2(C)C(=O)NC2CCN(Cc3ccccc3)CC2)cc1 (stereo not given),-2,-4,-14,-2,-6,-4,·,-7
N#CC1=C(N)Oc2cc(O)ccc2C1c1cccnc1 (stereo not given),3,-3,9,1,5,-24,0,-1
CO[C@H]1CN(C)C(=O)c2cc(NC(=O)C3CC3)ccc2OC[C@H](C)N(C(C)=O)C[C@@H]1C,0,1,-3,-17,4,11,-10,-15
O=C(/C=C/c1ccco1)NC1=NCCS1,·,1,·,-7,-144,-21,0,·
Nc1c(C(=O)CSc2nnc(N3CCOCC3)n2-c2cccc(F)c2)c(=O)[nH]c(=O)n1C1CC1,4,-1,-2,7,-8,-5,8,-1
CCOc1ccc(C(=O)CN2C(=O)NC3(CCCCCC3)C2=O)cc1,-4,-1,-28,-8,-15,-10,·,-1
COc1cccc(C(=O)Nc2nnc(S(=O)(=O)N(C)c3ccccc3)s2)c1,-3,-1,·,-3,3,9,-8,-1
COc1ccc(C(C(=O)NC(C)(C)C)n2c(=O)c(-c3cc4ccccc4[nH]3)nc3ccccc32)cc1 (stereo not given),-2,·,1,6,32,-7,·,-7
COC(=O)C[C@H]1C[C@H]2c3cc(NC(=O)Nc4ccc(F)cc4)ccc3O[C@H]2[C@@H](CO)O1,2&1,3,0,-2&-6,7,14&-18,8&-3,7&5
COc1ccccc1N(C)S(=O)(=O)c1ccc(C(=O)NC(C)c2ccccc2)cc1 (stereo not given),·,0,2,6,24,11,45,-4
CCOCc1c(C(=O)NC2CCCCCC2)oc2ccccc12,0,·,5,-2,-4,-9,2,0
C[C@@H](CSc1ccccc1)CN1CC[C@H](NC(=O)OCc2ccccc2)CCC1=O,1,-2,6,-1,-3,-2,-33,5
Cn1cc(P(=S)(N2CCOCC2)N2CCOCC2)cc1P(=S)(N1CCOCC1)N1CCOCC1,-4,7,-23,4,-13,-12,0,0
CC(=O)C1=C(C)NC2=C(C(=O)c3ccccc32)C1c1ccccc1 (stereo not given),1,·,1,14,8,3,-1,-8
Cc1cc(C(=O)Nn2cnnc2)ccc1[N+](=O)[O-],0,-4,4,5,-19,8,0,4
COC(CN1C(=O)C(=O)/C(=C(/O)c2ccccc2)C1c1ccccn1)OC (stereo not given),5,·,-9,-2,7,1,-4,-3
CCC1(c2ccc(F)cc2)NC(=O)N(CC(=O)N2CCN(S(=O)(=O)c3ccc(C)cc3)CC2)C1=O (stereo not given),4,0,-2,8,5,-6,·,-2
Nc1nc2c(ncn2[C@@H]2O[C@H](C(=O)N[C@H](Cc3ccccc3)C(=O)NCc3ccccc3)[C@@H](O)[C@H]2O)c(=O)[nH]1,2,·,-6,-12,7,6,·,2
O=c1cc(CO)oc(C(Nc2cccc(C(F)(F)F)c2)c2ccccn2)c1O (stereo not given),2,0,6,10,14,7,-4,2
O=C(c1ccccn1)N1C[C@H]2[C@@H](c3ccccc31)[C@@H](CO)N2C(=O)CC1CC1,-1,-3,-3,·,-15,6,0,11
COc1ccccc1Oc1ccc(NC(=O)c2ccccc2C)cc1,0,·,-19,6,-23,-5,·,-5
CC(=O)NC(CC(=O)N1CCN(C(C)=O)CC1)c1ccccc1 (stereo not given),1,2,0,-2,-6,-7,·,1
O=[N+]([O-])c1ccc(-c2n(-c3ccccn3)c3ccccc3[n+]2-c2ccccn2)cc1,0,4,14,-4,1,11,-2,1
COCCNC(=O)C[C@H]1C[C@H]2c3cc(NC(=O)C4CCC4)ccc3O[C@H]2[C@@H](CO)O1,0,1,-2,·,0,3,11,4
Cc1ccc(S(=O)(=O)N2CCC(C(=O)Nc3ccc(S(=O)(=O)N4CCOCC4)cc3)CC2)cc1,1,1,14,5,24,-5,·,-2
CC1(C)CC2(CCO1)OC(=O)CC2C(=O)NCCc1ccccc1 (stereo not given),·,8,·,9,-19,·,4,·
O=C1NC(=O)C2(CCCc3ccc([N+](=O)[O-])cc32)N1 (stereo not given),2,-2,-3,2,-15,-11,4,-6
C[C@@H]1CN([C@@H](C)CO)C(=O)c2cc(NC(=O)Cc3ccccc3)ccc2O[C@@H](C)CCCCO[C@@H]1CN(C)C(=O)c1ccccc1,-2,-3,-2,·,-6,-6,10,-8
CN(C)C(=O)C[C@H]1C=C[C@H](NC(=O)c2ccc(F)cc2)[C@@H](CO)O1,1,1,·,-16,·,1,-1,-11
CCN(CC)c1nc(-c2ccccc2)nc2ccccc12,4,-1,14,-1,26,6,-18,-3
Cc1ccc(SCCN2CCC(C)CCC2=O)cc1 (stereo not given),-8,1,-91,-13,-231,-58,·,-3
COc1ccccc1C#Cc1ccc([C@@H]2[C@@H](CO)N(C(=O)C3CCC3)[C@H]2C#N)cc1,0,2,2,13,39,27,-8,-16
CN1CCC(=NNC(=O)CSc2ccc(Cl)cc2)CC1,2,·,3,4,-8,-29,·,0
CC[C@H](C)C(C(=O)N1CCN(C(=O)OC(C)(C)C)CC1)n1cc(C(CO)NC(=O)OC(C)(C)C)nn1 (stereo not given in full),·,-1,3,7,7,-11,-1,-2
NC(c1csc(Nc2cnccn2)n1)C1CCCCC1 (stereo not given),0,4,-11,9,-2,13,20,0
CN1CC(=O)N/C1=N\C(=O)Nc1ccc(O)cc1,1,0,4,10,-17,4,4,7
Cc1cccc(-c2nc3cc([N+](=O)[O-])ccc3o2)c1,-2,·,-81,1,-99,-42,-2,1
C/C(=N\N=C(N)N)c1ccc(Cl)cc1Cl,5,·,19,7,1,30,-39,-5
CCCn1c(N)c(N(CCOC)C(=O)c2ccc(-c3ccc(Cl)cc3)o2)c(=O)[nH]c1=O,1,2,1,5,-6,4,·,-1
C[C@@H]1CN([C@H](C)CO)S(=O)(=O)c2ccc(C#C[C@@H](C)O)cc2O[C@H]1CN(C)C,0,0,-4,-25,-2,-1,5,0
C[C@H]1CCCCO[C@@H](CN(C)Cc2ccccc2)[C@@H](C)CN([C@@H](C)CO)C(=O)c2cc(NC(=O)Nc3ccc(F)cc3)ccc2O1,3,0,11,·,49,16,-3,8
COCC(=O)Nc1nc2n(n1)C(c1ccccc1Cl)CC(c1ccc(OC)cc1)N2 (stereo not given),-13,-1,-4,·,·,12,7,2
CC(C)(CN1CCN(Cc2ccccc2)CC1)NS(=O)(=O)c1ccc(Cl)cc1,0,4,9,-9,-8,25,1,2
CC(C)CCNC(=O)C1C2C=CC3(CN(Cc4ccccc4Cl)C(=O)C13)O2 (stereo not given),-4,0,4,1,26,-1,-5,-1

# Full records as entered above:
# COC(=O)C[C@H]1C[C@H]2c3cc(NC(=O)Nc4ccc(F)cc4)ccc3O[C@H]2[C@@H](CO)O1 is listed with ERAP1 HTS inh = 2&1; PglD DTNB = 3; EWS-Fli inh = 0; FN deposition inh = -2&-6; PAX8 reporter = 7; LGR2 antag = 14&-18; PGC1a acetyl inh = 8&-3; S100A4 inh HTS = 7&5
# C[C@@H]1CN([C@H](C)CO)S(=O)(=O)c2ccc(C#C[C@@H](C)O)cc2O[C@H]1CN(C)C is listed with ERAP1 HTS inh = 0; PglD DTNB = 0; EWS-Fli inh = -4; FN deposition inh = -25; PAX8 reporter = -2; LGR2 antag = -1; PGC1a acetyl inh = 5; S100A4 inh HTS = 0

# (more compounds)
SMILES,ERAP1 HTS inh,PglD DTNB,EWS-Fli inh,FN deposition inh,PAX8 reporter,LGR2 antag,PGC1a acetyl inh,S100A4 inh HTS
O=C(NCc1ccccc1)[C@@H]1[C@@H](CO)[C@@H]2Cn3c(cccc3=O)[C@@H]2N1C(=O)C1CC1,-1,0,1,·,0,4,8,10
CC1CCCN(C(=O)c2cc(S(=O)(=O)N3CCCCC3)c[nH]2)C1 (stereo not given),-3,-1,0,-4,4,-11,-14,-7
C[C@@H]1CCCCO[C@@H](CN(C)C(=O)Nc2ccccc2)[C@@H](C)CN([C@H](C)CO)C(=O)c2cc(NC(=O)c3ccccc3)ccc2O1,3,3,-7,8,-33,-5,9,5
C[C@@H]1CN([C@H](C)CO)C(=O)c2cccc(NC(=O)c3nc4ccccc4s3)c2O[C@H]1CN(C)Cc1ccc2c(c1)OCO2,0,·,·,-9,·,9,·,0
COc1cccc(C#Cc2ccc([C@H]3[C@@H](CO)N(C(=O)C4CCCCC4)[C@H]3C#N)cc2)c1,-1,-4,16,-1,78*,-7,1,-7
Nc1nc(-c2cccc(Br)c2)cs1,·,2,·,5,·,-35,-9,·
FC(F)(F)c1cccc(-c2nnc3ccc(C(F)(F)F)cn23)c1,·,-1,·,9,-8,·,-1,·

# 5 of the entries above in order of the PglD DTNB value, falling.
Molecule | PglD DTNB
C[C@@H]1CCCCO[C@@H](CN(C)C(=O)Nc2ccccc2)[C@@H](C)CN([C@H](C)CO)C(=O)c2cc(NC(=O)c3ccccc3)ccc2O1 | 3
Nc1nc(-c2cccc(Br)c2)cs1 | 2
O=C(NCc1ccccc1)[C@@H]1[C@@H](CO)[C@@H]2Cn3c(cccc3=O)[C@@H]2N1C(=O)C1CC1 | 0
CC1CCCN(C(=O)c2cc(S(=O)(=O)N3CCCCC3)c[nH]2)C1 (stereo not given) | -1
COc1cccc(C#Cc2ccc([C@H]3[C@@H](CO)N(C(=O)C4CCCCC4)[C@H]3C#N)cc2)c1 | -4

# Source: PubChem BioAssay (Broad Institute)
